From PubChem BioAssay
NALP1 yeast inh = blocks the NALP1 inflammasome reconstituted in yeast | S. cerevisiae NALP1/ASC/caspase-1 growth, X-gal OD620, 72 h | inhibition, % at 10 µM | 280,000 tested, 0.61% active | AID 2071; in the data active means inhibition mostly above about 24%, no sharp cut-off; inactive means mostly below about 32%; further: some compounds called inactive have numbers as strong as hits
PHOSPHO1 inh = inhibitors of human PHOSPHO1 phosphatase | inhibition, % at 13.3 µM | 290,000 tested, 1.1% active | recombinant PHOSPHO1, absorbance phosphatase assay; in the data active means inhibition above about 60%
IDE cell inh = cellular human IDE inhibition | HEK cells, FAbetaB cleavage, fluorescence polarization | inhibition, % at 5.59 µM | 320,000 tested, 0.41% active | AID 434962;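 active means percent inhibition above the average of all tested compounds plus 3 SD, set per screening campaign, cut at about 16% in these data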;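 further: IDE supplied by intact live HEK cells; FP after avidin binding of uncleaved biotin substrate so inhibition keeps polarization high; 0% = DMSO wells and 100% = 60 µM reference IDE inhibitor Ii1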
Target sequence (P14735 whole entry, looked up): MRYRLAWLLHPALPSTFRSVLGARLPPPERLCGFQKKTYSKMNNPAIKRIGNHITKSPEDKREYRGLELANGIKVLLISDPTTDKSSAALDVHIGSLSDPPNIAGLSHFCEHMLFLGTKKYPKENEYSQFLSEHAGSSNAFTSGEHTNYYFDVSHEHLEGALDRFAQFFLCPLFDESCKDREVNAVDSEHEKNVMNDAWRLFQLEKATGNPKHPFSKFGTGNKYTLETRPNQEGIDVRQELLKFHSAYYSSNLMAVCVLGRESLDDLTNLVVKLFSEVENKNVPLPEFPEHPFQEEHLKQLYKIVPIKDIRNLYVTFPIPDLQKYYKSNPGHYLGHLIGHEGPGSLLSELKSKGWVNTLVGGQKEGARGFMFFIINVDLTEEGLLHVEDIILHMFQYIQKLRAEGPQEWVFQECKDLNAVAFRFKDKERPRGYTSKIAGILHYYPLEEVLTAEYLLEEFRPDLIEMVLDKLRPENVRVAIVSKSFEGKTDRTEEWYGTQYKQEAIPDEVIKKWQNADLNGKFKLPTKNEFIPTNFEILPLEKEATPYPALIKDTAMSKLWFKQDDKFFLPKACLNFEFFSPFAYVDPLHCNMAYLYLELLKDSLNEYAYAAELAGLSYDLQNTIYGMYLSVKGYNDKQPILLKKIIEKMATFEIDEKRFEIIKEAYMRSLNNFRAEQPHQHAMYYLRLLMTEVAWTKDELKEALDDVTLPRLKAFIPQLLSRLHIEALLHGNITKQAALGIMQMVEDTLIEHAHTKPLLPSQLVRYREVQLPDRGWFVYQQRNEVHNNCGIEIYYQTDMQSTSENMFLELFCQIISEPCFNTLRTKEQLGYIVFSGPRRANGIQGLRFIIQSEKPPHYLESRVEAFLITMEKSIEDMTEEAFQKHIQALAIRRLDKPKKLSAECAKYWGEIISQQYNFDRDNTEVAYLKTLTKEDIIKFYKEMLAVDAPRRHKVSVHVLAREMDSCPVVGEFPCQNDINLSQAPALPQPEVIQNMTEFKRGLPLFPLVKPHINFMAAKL
VIM-2 inhibitor = blocks Pseudomonas aeruginosa VIM-2 metallo-beta-lactamase; 290,000 tested, 0.89% active; inhibition, % at 5.6 µM; purified VIM-2, nitrocefin hydrolysis, epi-absorbance fluorescence;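 active means inhibition above the mean of all tested compounds plus 3 SD, cutoff set per screening run, cut at about 7.5% in these data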;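 further: red hydrolysis product quenches plate fluorescence so inhibitors raise well fluorescence; 0% = enzyme with DMSO and 100% = DMSO without enzyme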
pCIP destab = compounds decreasing mouse p/CIP protein stability; Q05BA5; F442A p/CIP-EGFP cells, EGFP fluorescence, 16 h; decrease of EGFP signal, % at 10 µM; 290,000 tested, 0.01% active; AID 1984;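 active means EGFP signal decrease of at least 30% at 10 µM or well 3 SD below plate mean, unless failing retest; inactive means the rest, including hits failing retest or dose response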; further: some compounds called inactive have numbers as strong as hits; many of its hits are not listed in these tables
PfM18AAP inh = PfM18AAP enzyme inhibition; recombinant PfM18AAP, H-Glu-NHMec fluorogenic cleavage; inhibition, % at 7.35 µM; 290,000 tested, 1.2% active;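 active means inhibition above the campaign mean inhibition over all tested compounds plus 3 SD, cut at about 28% in these data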;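 further: 0% = plate median of test compound wells and 100% = 2 mM ZnCl2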
IMP-1 inhibitor = blocks Pseudomonas aeruginosa IMP-1 metallo-beta-lactamase; purified IMP-1, nitrocefin hydrolysis, epi-absorbance fluorescence; AID 1556; 290,000 tested, 0.45% active; inhibition, % at 5.6 µM;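 active means inhibition above the mean plus 3 SD of all compounds in the same screening run, cut at about 4.5% in these data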;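 further: 0% = IMP-1 with DMSO and 100% = DMSO wells lacking enzyme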
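System: Purified recombinant IMP-1 metallo-beta-lactamase enzyme | Measured by: Fluorescence quenching readout, ex 480/em 530 nm | Replication: Singlicate | Incubation: 15 min preincubation plus 25 min reaction at 25 °C | Evaluation: Percent inhibition from optical density relative to buffer-blank wells | Benchmarks: DMSO with and without IMP-1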
GPR7 antag = blocks human GPR7 receptor signaling; AID 1861; inhibition, % at 4.4 µM; P48145; GPR7-expressing cells, fluorescence antagonist assay; 290,000 tested, 1.1% active; in the data active means inhibition above about 16%, passing the limit was not always enough;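 further: cells stimulated with the agonist NPW; 0% = agonist with vehicle and 100% = vehicle without agonist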
IDE cell activ = boosts human insulin-degrading enzyme activity in HEK cells | P14735 | FAbeta-B cleavage, fluorescence polarization; 0% vehicle, 100% cell-free pure enzyme wells | activation, % at 5.96 µM | 340,000 tested, 0.073% active | AID 493087;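 active means activation above the mean of all tested compounds plus 3 SD, set per screening campaign, cut at about 17% in these data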
Active calls of the source: *; x = no result given. Not a hit list; overall some 5.3% were active at least once.

The opening 2 entries (preview)
NALP1 yeast inh	PHOSPHO1 inh	IDE cell inh	VIM-2 inhibitor	pCIP destab	PfM18AAP inh	IMP-1 inhibitor	GPR7 antag	IDE cell activ	structure
12.9	11.9	-0.2	-1.9	-17.3	10.0	-3.8	-4.5	5.1	COc1ccc(/C=N/NC(=O)CSc2n[nH]c(=O)[nH]c2=O)cc1
29.6	13.5	-2.1	1.2	-14.2	-5.4	-0.6	-7.1	-0.3	c1cnc2c(c1)ncc1cscc12

The listing, previewed entries included:
NALP1 yeast inh	PHOSPHO1 inh	IDE cell inh	VIM-2 inhibitor	pCIP destab	PfM18AAP inh	IMP-1 inhibitor	GPR7 antag	IDE cell activ	structure
12.9	11.9	-0.2	-1.9	-17.3	10.0	-3.8	-4.5	5.1	COc1ccc(/C=N/NC(=O)CSc2n[nH]c(=O)[nH]c2=O)cc1
29.6	13.5	-2.1	1.2	-14.2	-5.4	-0.6	-7.1	-0.3	c1cnc2c(c1)ncc1cscc12
8.4	68.9*	-3.7	-0.6	-3.6	-3.2	-2.6	-3.3	0.1	CCCn1nc(NC(=O)CC(C)C)c2cc3ccccc3nc21
-4.2	7.1	6.8	-0.6	-14.3	2.3	-0.6	-3.1	1.4	O=C(Cc1cccc2ccccc12)Nc1c(F)cccc1F
27.4	12.6	-3.4	1.0	-2.5	-12.5	-0.1	-11.4	5.8	O=C(CN1C(=O)CSC1=O)N1CCCC(Nc2ccc(F)cc2)C1 (configuration not stated)
-8.4	36.6	1.8	-6.7	-32.5	1.9	-4.0	-16.6	6.7	CC(C)(C)c1ccc(C2CC2C(=O)N/N=C\c2ccc[nH]2)cc1 (configuration not stated)
15.8	-10.6	1.5	-1.1	-9.2	-2.3	-1.8	-12.6	0.2	CCc1ccccc1N1C(=O)C2CC=CCC2C1=O (configuration not stated)
-2.6	-6.7	8.9	-0.1	-4.7	2.6	-3.0	12.9	0.8	COCCNS(=O)(=O)c1ccc2c(c1)C(=O)c1cc(S(=O)(=O)NCCOC)ccc1-2
14.8	-2.8	-1.3	-1.7	3.2	12.4	-1.5	3.5	2.8	C/C(N)=C(/C#N)C(=O)COC(=O)CNS(=O)(=O)c1ccc(C)cc1
6.4	6.8	4.0	0.8	-11.1	7.2	-4.3	-4.6	-4.7	CC(=O)c1c(C)n(-c2ccccc2)c2ccc(O)cc12
2.3	19.4	3.7	-3.6	-5.2	0.1	-2.6	-8.7	4.0	COc1ccc(CC(=O)NNS(=O)(=O)c2cccc([N+](=O)[O-])c2)cc1OC
5.4	5.0	7.9	-3.5	5.2	-5.5	-4.0	-14.3	3.5	CC(C)(C)c1ccc(OC(=O)Nc2ccc(O)c(C(=O)O)c2)cc1
-9.9	28.3	7.0	-2.8	-8.8	1.2	-4.2	-11.9	7.0	Cn1cccc1Cc1nnc(SCC(=O)NC2CCCC2)n1CCc1ccccc1
-3.7	36.2	-0.1	-1.9	5.1	7.8	-1.1	-1.0	-0.3	CCSc1nnc(NC(=O)CSc2nnc(C)c(=O)n2N)s1
25.2	14.6	13.2	-2.4	-5.3	1.3	-1.3	2.7	-2.3	Cc1cccc2c1-c1sc(C(=O)Nc3cccnc3)cc1CO2
42.2	-36.4	7.3	-2.5	-0.2	0.9	-4.0	4.5	-3.1	Oc1nc(Nc2cccc(Cl)c2)sc1/C=C1\C=Nc2ccccc21
11.3	36.8	3.1	-6.3	-4.5	3.6	-3.3	-2.1	-1.2	Fc1ccc(-c2[nH]ncc2CN(CC2CCC2)CC2CCCO2)c(F)c1 (configuration not stated)
x	-2.3	1.3	0.7	-8.4	-18.7	-3.0	-11.3	1.5	CCC(=O)NCCc1c[nH]c2ccccc12
5.6	3.9	2.4	0.3	-1.0	5.5	-2.5	-12.2	-4.1	CCOC(=O)c1[nH]c2ccc(OC)cc2c1NC(=O)CN1CCc2ccccc2C1
6.5	17.7	1.0	x	-3.8	x	x	x	6.1	COc1ccc(C2/C=C\CN(C(=O)C3CCCC3)[C@H](Cc3ccccc3)C(=O)N2Cc2ccc(F)cc2)cc1 (some centres not stated)
-1.1	-4.0	-2.9	-4.3	2.1	-2.5	-6.9	-0.8	-0.7	CCOc1nc(OCC)nc(N2CCC(C)CC2)n1
4.4	7.2	2.0	-1.4	-5.9	-12.5	-3.1	-11.7	-5.5	Clc1ccc(Cl)c(OCc2cc(-c3ccccc3Cl)on2)c1
x	4.7	3.3	-4.2	-3.1	1.4	-5.2	-5.1	5.6	CCOc1ccc(CC(=O)NCc2cn3c(C)csc3n2)cc1
-15.0	-4.5	2.0	-3.1	3.1	-16.3	-2.0	-1.9	x	Cc1ccccc1Nc1nnc(SCc2nc3ccccc3c(=O)[nH]2)s1
9.4	-14.3	-1.2	-1.4	-1.0	-1.5	-1.8	5.7	8.1	CCOc1ccccc1N1CCN(C(=S)NCc2ccc(Cl)cc2)CC1
-4.8	27.5	-3.0	-0.2	-10.0	8.8	-1.1	-23.2	-1.7	CC1Cc2ccccc2N1Cc1cccc([N+](=O)[O-])c1 (configuration not stated)
0.1	11.6	0.1	-2.7	3.7	-3.5	-4.0	9.8	-7.0	COc1ccc(NC(=O)C2CC(c3cc(OC)c(OC)c(OC)c3)=NO2)cc1OC (configuration not stated)
-8.4	-3.1	4.2	0.8	-1.6	-3.9	-0.2	8.5	-0.4	CCOC(=O)c1nnc(-c2ccccc2)[nH]c1=O
15.6	-12.3	x	-2.7	-3.6	-0.2	-2.7	3.1	3.7	CCCCC(c1nnnn1CCOC)N1CCN(c2cccc(OC)c2)CC1 (configuration not stated)
27.5	9.4	1.0	-4.0	-8.4	-2.0	-4.5	3.9	0.5	CC1CCN(CC(O)COCCC23CC4CC(CC(C4)C2)C3)CC1 (configuration not stated)
4.5	3.2	3.5	-0.1	-8.6	1.9	-1.4	-4.2	-4.3	O=C(O)c1cc(O)ccc1-c1ccc(O)cc1
-1.4	-60.5	0.0	1.0	-11.3	1.7	-3.3	0.0	-2.2	O=C(O)C1CCCCC1C(=O)Nc1ccccn1 (configuration not stated)
-2.7	56.0	6.8	-4.7	-19.5	1.4	0.8	6.9	2.1	Cc1cc(CNCc2c(C(=O)N3CCCCCCC3)nc3ccc(Cl)cn23)nn1C
-4.5	-1.8	-5.6	-1.9	-5.3	-3.8	-1.8	11.5	0.3	CC(C)C(=O)N(Cc1ccc(F)cc1)Cc1nc2ccccc2c(=O)[nH]1
-2.0	-5.1	-1.5	-1.3	11.0	19.8	-2.5	-20.5	-1.4	COCCNC(=S)Nc1cc(S(=O)(=O)N2CCOCC2)ccc1N1CCCCC1
-7.1	40.1	3.6	-1.2	-11.8	2.2	-4.3	-3.9	8.0	Cc1ccnc(NC(=O)Cc2c(F)cccc2Cl)c1
22.0	37.5	-4.6	2.2	6.8	3.4	3.2	15.2	2.5	Cc1cc(C)n(C(C)CC(=O)Nc2ccc(-c3ccno3)cc2)n1 (configuration not stated)
19.5	-6.0	8.8	-0.9	-5.4	13.4	-5.3	3.8	-2.8	Fc1ccc(N2CCN(c3ncnc4nc[nH]c34)CC2)cc1
30.2	21.5	4.1	-1.2	0.2	48.8*	-1.5	-6.7	2.6	CC/C(C)=N/Nc1nc2sc3c(c2c(=O)[nH]1)CC(C)(C)OC3
-23.9	32.9	2.1	35.2*	-2.7	31.6*	-2.5	-4.1	6.5	Fc1ccccc1-c1n[nH]c(=S)n1CC1CCCO1 (configuration not stated)
x	-4.0	1.2	-2.7	-8.6	-1.6	-3.4	-2.3	3.5	CC1CN(S(=O)(=O)c2ccc(C(=O)NN3CCN(C)CC3)cc2)CC(C)O1 (configuration not stated)
2.2	11.0	2.6	-2.3	-14.6	5.0	-3.1	0.5	11.1	C=CCN(C(=O)c1csnn1)C(C(=O)NC1CCCC1)c1c(F)cccc1Cl (configuration not stated)
6.8	14.6	3.8	-6.4	-4.9	4.3	-0.7	-18.0	-1.5	CC(NC(=O)Nc1ccc(F)cc1F)c1ccncc1 (configuration not stated)
22.1	14.1	5.1	-1.0	5.6	0.1	-2.4	-7.8	6.3	Cn1c(C(=O)NCCCN2CCN(c3cccc(Cl)c3)CC2)cc2c(=O)n(C)c3ccccc3c21
6.5	46.1	x	-3.8	6.8	-15.6	-0.9	-1.2	x	Cc1cc(C)c2[nH]c(=O)c(CN(Cc3ccco3)C(=O)c3cccs3)cc2c1

3 entries out of the list above, sorted by the number in PHOSPHO1 inh, largest number first:
NALP1 yeast inh	PHOSPHO1 inh	IDE cell inh	VIM-2 inhibitor	pCIP destab	PfM18AAP inh	IMP-1 inhibitor	GPR7 antag	IDE cell activ	structure
-7.1	40.1	3.6	-1.2	-11.8	2.2	-4.3	-3.9	8.0	Cc1ccnc(NC(=O)Cc2c(F)cccc2Cl)c1
6.8	14.6	3.8	-6.4	-4.9	4.3	-0.7	-18.0	-1.5	CC(NC(=O)Nc1ccc(F)cc1F)c1ccncc1 (configuration not stated)
2.2	11.0	2.6	-2.3	-14.6	5.0	-3.1	0.5	11.1	C=CCN(C(=O)c1csnn1)C(C(=O)NC1CCCC1)c1c(F)cccc1Cl (configuration not stated)

Next part
NALP1 yeast inh	PHOSPHO1 inh	IDE cell inh	VIM-2 inhibitor	pCIP destab	PfM18AAP inh	IMP-1 inhibitor	GPR7 antag	IDE cell activ	structure
11.6	13.3	x	-1.6	-12.9	6.1	-1.4	0.9	x	COC(=O)[C@@H]1CC[C@H](C)[C@@H](c2ccc(C)cc2)N1C(=O)c1ccc(/C=N/OC[C@@H](O)[C@H]2O[C@@H]3OC(C)(C)O[C@@H]3[C@H]2O)cc1
13.7	19.9	1.1	-0.5	-7.9	-3.1	-1.4	-8.1	-3.9	COC(=O)CN(c1ccccc1F)S(=O)(=O)c1ccc(C)cc1
-11.8	8.5	0.4	x	-2.7	x	x	x	6.1	COC(=O)c1cc(OC)cc(O)c1C(=O)c1c(O)cc(C)cc1O
19.1	16.0	-3.5	-0.1	-9.2	-2.1	-0.4	-16.2	0.2	CC(C)c1ccc(NC(=O)CN2C(=O)NC3(CCCC3)C2=O)cc1
11.9	4.7	13.1	-3.2	-11.7	15.0	-1.7	-7.8	-9.9	CCc1ccc(C2C(C#N)=C(N)SC(N)=C2C#N)s1
3.8	42.1	-9.2	-2.0	-12.0	-5.4	-0.2	-8.7	2.6	COc1ccc(/C(C)=N\O)cc1OC
41.9	15.9	-2.5	-2.6	-13.9	-1.9	-2.9	-11.9	4.9	O=C(COC(=O)Cc1ccc(Cl)cc1Cl)Nc1ccc(OC(F)F)cc1
15.1	-16.0	1.9	-2.2	1.1	5.3	-1.1	-20.4	0.6	COc1ccc(C(=O)NCCCc2nc3ccccc3n2Cc2ccccc2C)cc1OC
31.7	4.9	-1.8	-1.9	-10.3	7.1	-2.1	-9.4	-1.0	COc1ccc(NC(=O)CN2CCc3ccccc3C2)cc1S(=O)(=O)N1CCOCC1
7.0	8.7	1.9	-2.0	5.8	3.1	0.7	-2.7	-0.5	COc1ccccc1NC(=O)C1=C(C)Nc2ncnn2C1c1cccs1 (configuration not stated)
10.5	58.4	0.8	-1.1	2.9	2.6	-1.0	-6.6	-3.3	Cc1cc(CNCc2cn(C)nc2-c2ccc(Oc3ccccc3)cc2)on1
x	-54.3	5.7	-1.2	-8.0	17.1	-3.3	-6.8	0.3	COc1cc(/C=N/n2c(-c3n[nH]c4c3CCC4)n[nH]c2=S)ccc1O
